High-throughput results from PubChem.
TR SRC2 fluor cs: alters Texas Red total fluorescence, flagging assay interference. AID 1479. TRb/SRC2 Texas Red total fluorescence interference. 280,000 tested, 0.29% active. Potency, µM (top dose mostly 106 µM), for inactives: top-dose fluorescence change, negative = quenching; active = well fitted curve in either direction with a large enough effect; inconclusive = small, poorly fitted or top-dose-only effect; also: potency is read from the fitted curve at half-maximal effect; % is scaled to controls: 0 for no effect and ±100 for the full control effect
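Flags fluorescent or light-absorbing compounds by total fluorescence, S + 2P, at 555 nm excitation and 632 nm emission. Mixture: 20 nM Texas Red SRC2 peptide, 0.6 uM human TRb LBD, 1 uM T3, 5% DMSO; compound exposure 5 h at ambient temperature.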
aGal spleen mod: alpha-galactosidase A (human) modulation; P06280; human spleen homogenate, 4MU-alpha-Gal fluorescence, 40 min; Potency, µM (top dose mostly 80 µM), without a hit: at the top dose activity change, negative = inhibition, hits mostly inhibitors; 240,000 tested, 0.008% active; AID 2107;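 also: potency is read from the fitted curve at half-maximal effect; 0% = enzyme with vehicle and -100% = no enzyme basal signal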
Target sequence (P06280 32-429 limits assumed): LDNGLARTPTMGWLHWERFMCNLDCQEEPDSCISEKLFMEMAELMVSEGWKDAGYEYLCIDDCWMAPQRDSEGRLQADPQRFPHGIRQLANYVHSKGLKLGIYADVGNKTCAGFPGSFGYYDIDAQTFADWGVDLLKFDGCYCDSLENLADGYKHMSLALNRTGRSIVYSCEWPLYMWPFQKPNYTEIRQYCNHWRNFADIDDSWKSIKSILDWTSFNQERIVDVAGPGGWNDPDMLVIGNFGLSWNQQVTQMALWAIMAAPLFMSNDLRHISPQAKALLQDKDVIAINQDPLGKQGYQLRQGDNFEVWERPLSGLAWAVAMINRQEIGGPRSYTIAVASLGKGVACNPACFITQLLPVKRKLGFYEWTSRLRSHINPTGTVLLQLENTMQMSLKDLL
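Human spleen homogenate (1 ug) was the enzyme source, with 4-methylumbelliferyl-alpha-D-galactopyranoside (1 mM final) in pH 5.0 citrate buffer with 0.01% Tween-20. Compounds were titrated; after 40 min at 37C, NaOH/glycine stop, 4-MU fluorescence read; AC50 from Hill fits.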
NPSR antag: blocks cAMP signaling of the human neuropeptide S receptor; 220,000 tested, 1% active; AID 1461; Potency, µM (series often up to 38.3 µM), for inactives: at the top dose activity change, negative = inhibition, actives largely listed as inhibitors; Q6W5P4; CHO-NPSR cells, cAMP TR-FRET, antagonist mode; also: potency is read from the fitted curve at half-maximal effect; % is scaled to controls: 0 for no effect and ±100 for the full control effect; nearly all actives have a fitted effect of over 50% in size; many of its hits are not listed in these tables
Tau fluor cs: counter-screen for tau fibril formation inhibitors. AID 1463. Potency, µM (series often up to 57.7 µM), without a hit: at the highest dose activity change, negative = decrease. 280,000 tested, 0.93% active. tau K18 P301L Alexa594 fluorescence, heparin fibrillization; also: potency is read from the fitted curve at half-maximal effect; % is scaled to controls: 0 for no effect and ±100 for the full control effect; nearly all actives have a fitted effect of over 55% in size
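Human K18 P301L tau (15 uM unlabeled plus 0.24 uM Alexa 594-labeled, final) in 100 mM sodium acetate pH 7 was mixed with compound and 20 uM heparin and incubated 6 hr at 37 C.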
Tau FP inhib: blocks human tau fibril formation measured by polarization | 280,000 tested, 0.39% active | Potency, µM (series often up to 57.7 µM), for inactives: top-dose activity, negative = inhibition, most hits filed as inhibitors | P10636 | K18 P301L tau heparin fibrillization, Alexa594 FP, 6 h | AID 1468; also: potency is read from the fitted curve at half-maximal effect; % is scaled to controls: 0 for no effect and ±100 for the full control effect; nearly all actives have a fitted effect of over 55% in size
Target sequence (P10636 561-689 P618L limits assumed): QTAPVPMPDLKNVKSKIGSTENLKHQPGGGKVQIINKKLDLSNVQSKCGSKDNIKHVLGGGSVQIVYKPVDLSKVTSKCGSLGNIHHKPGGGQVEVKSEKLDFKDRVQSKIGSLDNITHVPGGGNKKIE
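Heparin (20 uM) drove fibril formation of recombinant tau K18 P301L, 15 uM unlabeled with 0.24 uM Alexa 594 label, for 6 hr at 37 C in 100 mM sodium acetate pH 7. Fluorescence polarization (555/632 nm) read 1 hr after 30 uM ThT.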
CBFb RUNX1 block: blocks binding between human CBF-beta and RUNX1; Q01196+Q13951; AlphaScreen CBFb-His/RUNX1-biotin binding, biochemical; Potency, µM (highest dose often 59.8 µM), inactives show at the top dose activity, negative = inhibition, actives largely listed as inhibitors; 230,000 tested, under 10 active; also: % of control where 0% means no effect
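AlphaScreen binding: CBFb-His and RUNX1-biotin (30 nM each) preincubated 20 min, compound added for 15 min, then nickel and streptavidin beads for 90 min, all at room temperature. Disruption of the interaction by any mechanism counts as activity.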
TRb-SRC2 inh: disrupts binding of human TR beta to SRC2 | P10828 | TRbeta-SRC2 peptide binding, fluorescence polarization; receptor liganded with 1 µM T3 | Potency, µM (highest dose often 106 µM), inactives show top-dose activity change, negative = inhibition, hits mostly inhibitors | 280,000 tested, 0.065% active | AID 1469;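 also: potency is read from the fitted curve at half-maximal effect; plate controls were bound peptide for no effect and peptide without receptor for full effect; nearly all actives have a fitted effect of over 50% in size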
Target sequence (P10828 whole entry, looked up): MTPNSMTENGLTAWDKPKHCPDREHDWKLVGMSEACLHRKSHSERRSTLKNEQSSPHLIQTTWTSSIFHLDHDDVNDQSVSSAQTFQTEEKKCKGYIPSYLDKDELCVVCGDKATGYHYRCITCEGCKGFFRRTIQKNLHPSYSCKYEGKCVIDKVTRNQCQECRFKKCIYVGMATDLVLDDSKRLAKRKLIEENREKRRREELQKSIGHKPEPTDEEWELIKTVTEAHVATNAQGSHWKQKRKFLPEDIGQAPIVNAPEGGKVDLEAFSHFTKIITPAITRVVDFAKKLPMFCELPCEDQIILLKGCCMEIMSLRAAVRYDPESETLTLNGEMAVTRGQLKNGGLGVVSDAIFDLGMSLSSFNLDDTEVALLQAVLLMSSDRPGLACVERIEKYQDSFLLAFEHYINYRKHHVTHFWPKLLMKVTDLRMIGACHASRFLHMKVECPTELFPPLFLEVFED
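Binding of a 20-amino-acid Texas Red SRC2 peptide (20 nM) to TRb ligand-binding domain (0.6 uM) with agonist T3 at 1 uM was followed by fluorescence polarization after a 5 hr room-temperature incubation.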
Epigenetic derep: epigenetic control regulation, reporter derepression. murine LDR cells, GFP reporter derepression, 30 h. Potency, µM (doses to about 53.9 µM), for inactives: at the highest dose GFP activation, actives largely listed as activators. 280,000 tested, 0.2% active; also: potency is read from the fitted curve at half-maximal effect; % of control where 0% means no effect; nearly all actives have a fitted effect of over 60% in size
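In this reporter-derepression format, murine cells bearing a silenced integrated CMV-GFP locus incubate with test compound (30 h, 37 C), then are washed and imaged; fluorescent objects of 20–120 um count as induced cells.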
The depositor's hits bear a star; ? = inconclusive; nt = no result given; & = joins results of further samples; [ ] = remark or other dose. Unless noted, calls follow the shape of the dose curve; as a rule, active = well fitted curve in the direction sought with a large enough effect; inconclusive = small, poorly fitted or top-dose-only effect, or another doubt; inactive = no such curve, though single readings can be large; an effect the other way counts as inactive or inconclusive. These rows are one share of the data (hit frequency here may not be typical).

SMILES | TR SRC2 fluor cs | aGal spleen mod | NPSR antag | Tau fluor cs | Tau FP inhib | CBFb RUNX1 block | TRb-SRC2 inh | Epigenetic derep
COc1cc2c(cc1OC)CN(Cc1cc(=O)n3c(-c4ccccc4)csc3n1)CC2 | 4% | 1% | -12% | -16% | -1% | -11% | -2% | 1.5%
CN(C)CCOCCOc1ccc(Cl)c2ccccc12 | 1% | -6% | -5% | -6% | -5% | -1% | -6% | -1.3%
C[N+]1(C)CC2([N+](=O)[O-])CC=C(Oc3ccccc3)C([N+](=O)[O-])(C2)C1 (stereo not given) | -2% | -4% | 10% | -3% | 1% | 1% | -1% | 0.0%
Cc1ccc(S(=O)(=O)N2CCC(C(=O)N3CCC(C(=O)NCC4CCCO4)CC3)CC2)cc1 (stereo not given) | -1% | 5% | -2%[46.1 µM] | -11% | -6% | 1% | -4% | 2.2%
COc1ccc(NC(=S)Nc2ccc3nc(C)c(C)nc3c2)cc1 | 1% | 6% | -8%[46.1 µM] | -17% | 4% | -1% | 7% | -1.1%
COc1ccc([N+](=O)[O-])cc1NC(=O)C(C)Sc1ccc(C)cc1 (stereo not given) | 2% | 0% | -44% | -6% | 1% | -17% | -19% | 2.1%
NS(=O)(=O)c1ccc(F)c(C(=O)O)c1 | -5% | 2% | -22% | -6% | -1% | 18% | -2% | -0.3%
O=C(COC(=O)c1ccc(-c2ccccc2)cc1)Nc1ccccc1-c1ccccc1 | 0% | -13% | 18% | -15% | -9% | 4% | -9% | 0.0%
COC(=O)[C@@]1(Cc2ccccc2)[C@H]2c3cc(C(=O)N4CCCC4)n(Cc4ccc(O)c(OC)c4)c3C[C@H]2CN1C(=O)c1ccccc1 | 3% | -5% | nt | -15% | 4% | -16% | -3% | 9.4%
O=C1CC(c2ccccc2)SC(N(c2ccccc2)c2ccccc2)=N1 (stereo not given) | -2% | -3% | -21%[46.1 µM] | -1% | -6% | -5% | 4% | -0.9%
Cc1ccc(NC(=O)c2oc3ccccc3c2NC(=O)c2ccccc2C)cc1 | 0% | nt | nt | ? | ? | nt | -13% | -0.2%
CCN(CC)S(=O)(=O)c1ccc(N2CCOCC2)c(NC(=S)NC(=O)c2ccco2)c1 | 0% | 3% | ? | ? | ? | -9% | 3% | 1.2%
CC(C)C(=O)Nc1cccc(C(=O)Nc2ccc3c(c2)OCO3)c1 | -4% | 1% | 5%[46.1 µM] | -11% | -3% | 8% | -13% | 0.7%
O=C1/C(=C/c2cccs2)SC(=S)N1NS(=O)(=O)c1ccccc1 | -3% | 3% | 51% | -21% | -10% | -15% | 8% | -1.1%
O=C(c1cccnc1)N1N=C2CCCCCC2C1(O)C(F)(F)F (stereo not given) | 2% | 4% | 9% | 0% | -1% | -3% | -4% | -1.1%
COC(=O)c1ccc(/C=N/NC(=O)CC(=O)NCc2cccnc2)cc1 | -2% | 8% | -3% | 2% | -2% | 6% | 1% | 0.0%
Oc1ccc2ccc3[nH]cnc3c2c1 | -3% | 9% | 7% | -13% | 4% | 3% | 6% | -1.1%
COc1ccc(C(C[N+](=O)[O-])c2c(C)cc3ccccn23)cc1 (stereo not given) | 2% | -2% | -21% | -16% | 3% | -11% | -4% | 4.3%
CC1CN(CCCCN2C(=O)c3ccccc3C2=O)CC(C)O1 (stereo not given) | -1% | 3% | 12% | -2% | -3% | 6% | 2% | 0.5%
Cc1cc(NC(=O)COC(=O)[C@H](Cc2c[nH]c3ccccc23)NC(=O)c2ccc(F)cc2)no1 | -1% | -14% | -24%[46.1 µM] | ? | 2% | 1% | -5% | 2.5%
CC(=O)OCC1=C(C(=O)O)N2C(=O)[C@@H](NC(=O)Cc3cccs3)[C@H]2SC1 | 0%&-2%&-1% | 3%&-7%&-7% | ? | -15%&-26%&-15% | ? | -18%&-2%&2% | -5%&2%&1% | 0.1%&-0.2%&-3.0%
CC(C)[C@H](NC(=O)NCc1ccco1)C(=O)O | 1% | 8% | -1%[46.1 µM] | 6% | 5% | 4% | 4% | 2.9%
CCOc1ccc(NC2OCC(O)C(O)C2O)c([N+](=O)[O-])c1 (stereo not given) | -6% | 6% | -5% | -3% | 0% | -5% | 3% | 0.0%
CCN1CCN(C2CC(=O)NC2=O)CC1 (stereo not given) | 0% | 4% | 11% | -10% | -5% | 4% | 6% | -4.9%
Cc1cc(C)c(S(=O)(=O)NC(CC(=O)O)c2cccc([N+](=O)[O-])c2)c(C)c1 (stereo not given) | -1% | 2% | 2% | -14% | -6% | 1% | 7% | -1.7%

3 entries already listed, sorted by molar mass, descending:
SMILES | TR SRC2 fluor cs | aGal spleen mod | NPSR antag | Tau fluor cs | Tau FP inhib | CBFb RUNX1 block | TRb-SRC2 inh | Epigenetic derep
CCN(CC)S(=O)(=O)c1ccc(N2CCOCC2)c(NC(=S)NC(=O)c2ccco2)c1 | 0% | 3% | ? | ? | ? | -9% | 3% | 1.2%
COc1ccc(NC(=S)Nc2ccc3nc(C)c(C)nc3c2)cc1 | 1% | 6% | -8%[46.1 µM] | -17% | 4% | -1% | 7% | -1.1%
CN(C)CCOCCOc1ccc(Cl)c2ccccc12 | 1% | -6% | -5% | -6% | -5% | -1% | -6% | -1.3%

Additional structures follow.
SMILES | TR SRC2 fluor cs | aGal spleen mod | NPSR antag | Tau fluor cs | Tau FP inhib | CBFb RUNX1 block | TRb-SRC2 inh | Epigenetic derep
Cc1cc([N+](=O)[O-])nn1CC(=O)N/N=C/c1ccccc1Br | -1% | -4% | 7% | -19% | 3% | -4% | 0% | -1.6%
Cc1nc(Oc2ccccc2)c2oc3ccccc3c2n1 | -2% | 2% | -17%[46.1 µM] | -15% | 0% | 11% | 2% | 0.8%
Cc1oc(-c2ccccc2Cl)nc1Cn1cccc1C1=NC(c2ccccc2)CO1 (stereo not given) | -2% | -2% | -25%[46.1 µM] | -22% | -11% | 5% | 0% | -1.7%
Cc1ccc(C2=NN(C)c3nc4ccccc4n3C2)cc1 | -5% | 14% | -16%[46.1 µM] | -24% | -7% | 12% | -5% | 3.8%
O=C(O)c1ccc2c(c1)C(=O)N([C@]1(C(=O)O)CC1c1ccccc1)C2=O (stereo not given in full) | -2% | -6% | nt | nt | nt | -18% | -4% | nt
CCCCOc1ccc(-c2nnc(-c3ccco3)o2)cc1 | -1% | -2% | -19%[46.1 µM] | -10% | 5% | 8% | -2% | 0.0%
O=C(C1=COCCO1)N1CCN(S(=O)(=O)c2cccc(Cl)c2Cl)CC1 | -1% | 16% | -7%[46.1 µM] | 3% | 1% | 6% | -11% | 2.4%
CN(C)CCCOC(=O)c1cc2ccccc2o1 | 0% | 0% | 5%[46.1 µM] | -9% | 6% | 2% | 7% | 0.0%
CCOC(=O)C1CCCN(C(=O)c2nn(-c3ccc(C)cc3)c(=O)n(C)c2=O)C1 (stereo not given) | -2% | nt | nt | 1% | -9% | nt | 8% | 0.0%
COCCCNC(=S)NNC(=S)Nc1ccccc1 | -1% | 2% | -5% | -7% | 2% | 4% | 2% | -0.7%
COc1ccc(C(=O)Nc2ccc(Cl)c(S(=O)(=O)Nc3ccccc3OC)c2)cc1 | 10% | -3% | -16%[46.1 µM] | ? | ? | -9% | 3% | -2.2%
N#C/C(=N\Nc1ccc(F)cc1)C(=N)N1CCCCCC1 | -1% | 6% | -39% | -13% | 5% | 1% | 1% | 9.5%
O=S(=O)(Cc1cc(N2CCOCC2)nc(-c2ccccn2)n1)c1ccccc1 | -1% | -12% | -12% | 3% | 14% | -17% | -13% | 0.5%
CC(C)(C)NC(=O)CN(Cc1ccc2c(c1)OCO2)C(=O)CCC(=O)Nc1nccs1 | -4% | 0% | 7% | -12% | -7% | 11% | -2% | 2.1%
COc1cccc(NS(=O)(=O)c2ccc3c(c2)C2C=CCC2C(c2ccc(C(=O)O)cc2)N3)c1 (stereo not given) | -4% | -3% | -27% | 13µM*[quencher] | ? | -3% | 3% | -1.0%
C=CCn1c(CCc2ccc(OC(C)C)cc2)n[nH]c1=S | -1% | 3% | -6% | -2% | -6%[2.34 µM] | 1% | -4% | 2.3%
COc1nnc(-c2ccc(N3CCCCC3)c(NC(=O)c3ccccc3Cl)c2)c2ccccc12 | 4% | nt | nt | -9% | -6% | nt | 6% | -1.0%
O=C(Nc1nc2ccc([N+](=O)[O-])cc2s1)C1CCCO1 (stereo not given) | 1% | 3% | -10% | -1% | 6% | -3% | -3% | -15%
Cc1nn(CC(=O)Nc2ccc(Cl)cn2)c(C)c1[N+](=O)[O-] | 1% | 0% | -6%[46.1 µM] | -9% | -1% | 2% | 0% | -0.2%
CCOC(=O)C1CCCN(c2c(NCc3ccco3)c(=O)c2=O)C1 (stereo not given) | 1% | 9% | -10%[46.1 µM] | 4% | 2% | 4% | -5% | 0.0%
CCSc1nc(N)c2c3c(sc2n1)CN(C)CC3 | 0% | 8% | -12%[46.1 µM] | -12% | -14% | 10% | -15% | 0.0%
CN(Cc1nc(-c2ccncc2)no1)S(=O)(=O)c1ccc(Br)cc1 | -4% | 2% | -13%[46.1 µM] | -14% | 2% | 10% | -2% | 1.5%
COc1ccc(NC(=O)c2c(N)no[n+]2[O-])c(OC)c1 | -10% | 2% | 11% | -15% | -2% | 4% | -3% | 0.9%
COc1ccc(-c2cc(C(=O)NCc3ccc(Cl)cc3)no2)cc1OC | -2% | 4% | -7%[46.1 µM] | 7% | 0% | 8% | -11% | -7.9%
CCN1CCn2c1nc(N1CCOCC1)nc2=O | -5% | 12% | -3%[46.1 µM] | 5% | -4% | 3% | 1% | 0.0%
CCOc1ccc(CSC2=NCCN2)cc1[N+](=O)[O-] | -2% | -4% | 20% | 4% | -8% | 12% | 0% | 12%
Cc1ccc(OCC(=O)Nc2ccccc2C(=O)OCc2cc(=O)n3c(C)csc3n2)cc1 | -2% | nt | nt | -14% | -1% | nt | -3% | -1.7%

Look-ups from the results shown.
Under Epigenetic derep, COCCCNC(=S)NNC(=S)Nc1ccccc1 is listed with -0.7%
Under CBFb RUNX1 block, Cc1ccc(C2=NN(C)c3nc4ccccc4n3C2)cc1 is listed with 12%
